From PubChem
CendR NRP1 mod – modulators of CendR peptide binding to NRP-1, primary screen, biochemical, fluorescence polarization, uHTS. inhibition, % at 25 µM. FAM-RPARPAR peptide binding to NRP-1. Neuropilin-1 (Homo sapiens), O14786. AID 602438, 2012. 0.85% of 360,000 active;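 active = inhibition or corrected inhibition above about 18%, plus a signal ratio from 0.5 to 1.5, limit read from the data, passing the limit was not always enough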; also: strong numbers were not always called active
bovine MsrA act – bovine MsrA enzyme activators, primary screen, biochemical, absorbance, HTS. Methionine sulfoxide reductase A (Bos taurus). purified bovine MsrA, absorbance read-out. activation, % at 10.6 µM. 0.3% of 360,000 active; in the data active = activation above about 7.5%;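 also: 0% = vehicle and 100% = reference activator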
MsrA inhibitor – bovine MsrA enzyme inhibitors, primary screen, biochemical, absorbance, HTS | Methionine sulfoxide reductase A (Bos taurus) | purified bovine MsrA, absorbance read-out | inhibition, % at 15.5 µM | 0.75% of 360,000 active; in the data active = inhibition above about 4.5%;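 also: 0% = vehicle wells with enzyme and 100% = reference inhibitor wells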
MT1-MMP act inh – blockers of MT1-MMP proenzyme processing, primary screen, HT1080 RFP-PRO-GFP cells, GFP/RFP fluorescence. GFP/RFP ratio fluorescence, overnight; percent of plate control window, DMSO zero. GFP/RFP ratio change, % at 20 µM. 0.061% of 360,000 active;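 active = GFP/RFP ratio change of at least 30% with cell ATP level not reduced by more than half and red fluorescence within 50% of control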; also: strong numbers were not always called active
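Assay system: RFP-PRO-GFP reporter HT1080 cells; read-out basis: GFP/RFP fluorescence ratio; benchmarks: DMSO wells and RFP-L50D-GFP cells; doses: 20 µM single dose, 1% DMSO; schedule: overnight cell settling, then overnight compound exposure, 37 °C, 5% CO2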
Neddylation inh – inhibitors of cullin neddylation, primary screen, biochemical, TR-FRET, uHTS, NAE and Ubc12 | calls only at 25 µM | NEDD8-conjugating enzyme Ubc12 (Homo sapiens) + NEDD8-activating enzyme E1 regulatory … | 0.58% of 360,000 active | AID 651699, 2012; in the data active = inhibition above about 36%
Target sequence (P61081 whole entry, looked up): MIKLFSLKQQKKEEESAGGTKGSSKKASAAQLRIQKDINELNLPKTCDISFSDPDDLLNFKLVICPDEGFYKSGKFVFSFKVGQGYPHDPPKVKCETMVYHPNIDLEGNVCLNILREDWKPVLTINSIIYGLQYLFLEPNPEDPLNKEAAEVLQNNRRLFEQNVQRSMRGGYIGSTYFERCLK
Target sequence (Q13564 whole entry, looked up): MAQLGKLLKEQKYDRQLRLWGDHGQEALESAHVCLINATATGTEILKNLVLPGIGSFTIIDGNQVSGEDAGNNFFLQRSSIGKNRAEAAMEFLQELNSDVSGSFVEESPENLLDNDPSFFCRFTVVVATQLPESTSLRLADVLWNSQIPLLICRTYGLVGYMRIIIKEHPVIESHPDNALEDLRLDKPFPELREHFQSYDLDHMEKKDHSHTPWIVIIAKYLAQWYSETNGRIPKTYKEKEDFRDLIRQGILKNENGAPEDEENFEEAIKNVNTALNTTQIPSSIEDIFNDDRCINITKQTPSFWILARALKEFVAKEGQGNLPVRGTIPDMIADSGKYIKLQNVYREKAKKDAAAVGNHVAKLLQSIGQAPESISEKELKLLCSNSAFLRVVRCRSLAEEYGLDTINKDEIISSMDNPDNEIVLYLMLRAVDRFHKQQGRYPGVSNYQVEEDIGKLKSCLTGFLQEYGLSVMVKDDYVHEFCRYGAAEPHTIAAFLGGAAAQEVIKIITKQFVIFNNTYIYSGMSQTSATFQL
E coli Lon inh – inhibitors of E. coli Lon protease, primary screen, biochemical, fluorescence polarization | inhibition, % at 7.94 µM | purified E. coli Lon protease | P0A9M0 | 0.42% of 360,000 active; in the data active = inhibition above about 13%, passing the limit was not always enough;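 also: 0% = enzyme with probe and DMSO and 100% = no enzyme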
SKN-1 inh – suppressors of acrylamide-induced Pgst-4::GFP reporter in worms, primary screen, SKN-1 inhibitor project, whole organism, uHTS, GFP/RFP fluorescence ratio, strain VP596; C. elegans VP596 Pgst-4::GFP/RFP ratio, 24 h; inhibition, % at 21.8 µM; 0.49% of 360,000 active; AID 624304, 2012;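 active = interference check ratio from 0.5 to 1.5 plus GFP to RFP signal ratio inhibition reaching or exceeding a fixed threshold, cut at about 30% in these data, passing the limit was not always enough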; also: some compounds called inactive have numbers as strong as hits
FAS TE block – FAS thioesterase domain inhibitors, primary screen, biochemical, fluorescence intensity, uHTS. 0.67% of 360,000 active. Fatty acid synthase (Homo sapiens), P49327. inhibition, % at 15 µM. recombinant FAS-TE, OMFH fluorogenic substrate, fluorescence endpoint;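 active = compounds whose normalised, plate-corrected inhibition of enzyme fluorescence in the single-dose primary screen is 50% or more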;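 also: 0% = DMSO with enzyme and 100% = substrate without enzyme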
Rin1-Abl PPI inh – inhibitors of Rin1-Abl protein binding, primary screen, biochemical, TR-FRET. Tyrosine-protein kinase ABL1 (Homo sapiens) + Ras and Rab interactor 1 (Homo sapiens), …. inhibition, % at 7.35 µM. 0.4% of 360,000 active. AID 588664, 2011; in the data active = inhibition above about 5%, passing the limit was not always enough
Numbers without * were called inactive; i = inactive; . = not tested or not shown.

SMILES	CendR NRP1 mod	bovine MsrA act	MsrA inhibitor	MT1-MMP act inh	Neddylation inh	E coli Lon inh	SKN-1 inh	FAS TE block	Rin1-Abl PPI inh
CC1=NC(C)Cc2ccccc21 (centres undefined)	1	-4	1.1	-6	i	-8	-2	-6	0
O=C1CCC(=O)N1c1ccc(NCCc2cccc(F)c2)c([N+](=O)[O-])c1	-9	-2	-0.2	5	i	1	6	-47	-7
COc1ccc(CNC(=S)NC2CCCCC2)cc1	13	-5	1.3	2	i	-4	-3	-2	2
COc1ccc(-c2nnc(SCC#CCO)o2)cc1OC	10	2	-0.3	5	i	11	1	-6	4
COCCSc1ccccc1C(=O)N1CCN(c2ccccc2)CC1	2	0	0.7	-1	i	-7	3	2	3
O=C(COC(=O)c1cccc(S(=O)(=O)N2CCCCC2)c1)NCc1cccc(Cl)c1	-11	-6	-0.4	0	i	-13	-23	5	-3
COc1cc(C(=O)NCC(c2ccc(F)cc2)N2CCOCC2)ccc1OCc1ccccc1Cl (centres undefined)	-8	-1	1.9	-2	i	3	7	19	5
CCC(C)c1ccccc1NC(=O)COC(=O)c1ccc(C)c(NC(=O)c2ccco2)c1 (centres undefined)	3	0	0.7	0	i	-12	8	6	1
O=C(NC1CCCCC1)OC1CC2CC1[C@H]1CCCCN1C2=O (some centres undefined)	-1	-2	0.9	3	i	3	-18	-11	.
C/C(=N\O)c1ccc2c(c1)CC(C)O2 (centres undefined)	3	-4	-1.1	4	i	0	-7	-6	-3
CC(=O)NNc1cc(C)nc(NS(=O)(=O)c2ccc(C)cc2)n1	1	-3	-0.2	-4	i	0	4	-2	-1
CCOc1ccc2nc(N3C(=O)C(O)=C(C(=O)c4ccco4)C3c3ccco3)sc2c1 (centres undefined)	-31	-4	0.8	4	i	-16	9	-6	0
O=[N+]([O-])c1cccc(N=NN(CCO)c2cccc([N+](=O)[O-])c2)c1	-4	-4	3.6	5	i	-3	3	29	6
O=C(CC1SC(=O)N(Cc2ccccc2)C1=O)Nc1nccs1 (centres undefined)	0	-3	0.2	5	i	-7	-2	-11	-3
CC(C)OCCCNC(=O)[C@H]1N2C(=O)c3ccccc3C2SC1(C)C (some centres undefined)	3	-3	0.6	-1	i	7	-2	-4	1
O=C(NNC(=S)Nc1ccccc1Cl)c1ccccc1Br	7	1	-0.7	3	i	-6	15	-2	2
Cc1cc(C)c2c(CC(=O)N(CCC#N)Cc3cccnc3)coc2c1	-8	2	-0.1	-4	i	0	7	-3	-1
COc1ccc(/C(C)=N/NC(=O)CNC(=O)c2cccnc2)cc1	-3	-4	0.1	-3	i	0	6	-6	-1
COc1ccc(N2CC(C(=O)OC(C)C(=O)c3ccccc3)CC2=O)cc1 (centres undefined)	1	-6	-0.4	-2	i	8	3	-6	-2
C[C@H]1CC[C@]2(O[C@@H](CCO)C[C@H](O)[C@H]2O)O1	3	-2	1.7	-1	i	9	5	-6	3
CCn1c(COc2cccc(C)c2)nnc1SCC(=O)NC1CCCC1	6	0	0.2	-3	i	-8	4	-3	-1
O=C(c1ccccc1)N1N=C(c2ccccc2)CC1c1ccccc1[N+](=O)[O-] (centres undefined)	-4	-2	-1.0	-3	i	1	17	0	-4
COc1cccc(C2/C(=C(/O)c3ccc4c(c3)CC(C)O4)C(=O)C(=O)N2c2nnc(C)s2)c1 (centres undefined)	-6	-4	1.3	-2	i	4	9	-5	3
C[C@H](CO)N1C[C@H](C)[C@@H](CN(C)S(=O)(=O)c2ccccc2)Oc2ccc(NC(=O)CCN3CCOCC3)cc2C1=O	8	-8	-0.5	8	i	-7	0	-4	3
Cc1ccccc1-n1c(SCC(=O)N2CCCCC2)nc(O)cc1=O	-3	-2	-0.5	-1	i	0	5	-8	2
CC12CCC(=O)C=C1CCC1C2C(=O)CC2(C)C1CCC2(O)C(=O)CO (centres undefined)	-9	-2	0.1	1	i	-9	-7	-5	-2
CCC1Oc2ccc(C)cc2N(CC(=O)N2CCOCC2)C1=O (centres undefined)	-1	-4	-0.8	1	i	-9	-4	-8	2
CCOC(=O)c1cc(NC(=O)N2CCCCC2)c(C)nc1C	-4	-2	2.7	-3	i	1	26	-2	-2
O=C(O)c1ccccc1NC1CCCCC1NS(=O)(=O)c1ccccc1 (centres undefined)	0	-6	0.9	-2	.	9	3	-3	3
C=CCNc1nc(-c2ccccc2)c(C(=O)OCC)cc1C#N	-7	-4	0.6	-12	.	7	6	10	0
COC(=O)c1ccc(COC(=O)c2ccc(N(C)C)cc2)cc1	11	-2	0.4	-1	i	5	9	30	-1
CN(C)CCCn1c(N)c(S(=O)(=O)c2ccccc2)c2nc3ccccc3nc21	-32	0	1.1	-48	.	-1	-11	-11	-4
COc1ccccc1CNC(=O)CCNS(=O)(=O)/C=C/c1ccc(C)cc1	-3	-4	0.1	-2	i	-17	18	-1	0
CCCCCc1c(-c2ccc(OC)c(OC)c2)ncn1CCc1ccccc1OC	0	1	0.4	0	i	-10	3	19	.
Cc1c(NC(=O)COc2cccc3c2OC(C)(C)C3)c(=O)n(-c2ccccc2)n1C	6	-5	-1.2	3	i	-6	5	-7	6
CN1C(=O)OC(C)(C)C1=O	-24	-1	.	1	i	1	-7	4	0
C(=C\c1ccccc1)/CN1CCN(C(c2ccnc3ccccc23)c2nnnn2-c2ccc3c(c2)OCCO3)CC1 (centres undefined)	-6	0	-0.7	-1	i	5	0	7	2
CCN(CC)c1ccc(CNc2ccc3c(c2)ncn3C(C)(C)C)cc1	-4	-2	0.5	3	i	6	-3	-8	-1
Cc1nc(SCC(=O)NC2CC2)c2c(C)c(C)sc2n1	4	-2	0.4	2	i	-3	25	-2	2
CCCN(C(=O)CSc1nnc2ccccn12)C1CCS(=O)(=O)C1 (centres undefined)	-2	-4	0.5	-4	i	-12	-4	-10	5
Cc1cccc(NC(=O)C2CC3CCC2C3)c1C (centres undefined)	1	-12	-1.0	2	i	11	6	-2	-1
COc1cc(C(=O)Nc2ccc(Nc3ccccc3)cc2)cc(OC)c1OC	-5	-3	0.8	9	i	-4	12	15	0
COC(=O)CCC(=O)NNC(=O)c1ccc(Cl)cc1Cl	-6	-4	1.4	0	i	-3	20	-4	-1
CCOC(=O)c1cc(C(=O)Nc2ccc(C)c(F)c2)nn1C	2	-2	-1.7	1	i	0	9	5	3
CCn1c(=S)sc2c(=O)n(CC(=O)Nc3ccc(OC)cc3)c(C)nc21	18	-2	-0.9	-6	i	-2	2	4	0
O=C(CCc1ccccc1)OCC(=O)c1ccc([N+](=O)[O-])cc1	1	-2	-0.3	-6	i	-5	-1	16	1
Cc1c(C(=O)N2CCN(c3ccccn3)CC2)oc2ccccc12	10	0	0.9	6	i	6	-4	2	0
COc1ccc(OC)c(NC(=O)C(=S)NC2CCCCC2)c1	0	-4	-0.4	-3	i	2	-4	31	-5
CCOC(=O)c1cc(NC(=O)Nc2nc3ccccc3s2)c(C)nc1C	8	-3	2.0	0	i	0	2	-10	1
COc1ccc(/C=C/C(=O)N(C(C)C)C(C)C)cc1Br	-7	-2	0.2	3	i	-5	6	6	-1
C[N+](C)(C)CCOC(N)=O	-6	-2	-0.2	2	i	-5	0	-8	0
Fc1ccccc1/C=N/Nc1nc2ccccc2o1	6	-3	-0.1	0	i	-1	7	-4	-2
CCC(C)c1ccccc1NC(=S)Nc1cccnc1 (centres undefined)	3	-1	-0.9	1	i	-4	13	-5	-1
COc1cc2c(cc1OC)CN(CC(=O)NC(=O)NC1CCCCC1)CC2	-3	-5	0.1	-2	.	0	-4	-1	-1
CC(Oc1ccc(Cl)cc1Cl)c1nc(-c2ccccn2)no1 (centres undefined)	-1	4	0.1	1	i	-2	10	12	-1
CSc1sc(C(=O)N2CCCCC2)c(-c2cccs2)c1C#N	2	6	0.0	-1	i	-1	-1	0	1
COc1cccc(C(=O)Nc2ccccc2N2CCCC2)c1	5	-2	-0.3	1	i	6	12	-5	-1
COc1ccc(OC)c(/C=C2\SC(=S)N(NS(=O)(=O)c3ccccc3)C2=O)c1	-47	-3	3.5	-2	i	-34	70	2	1
CC12C(=O)N(c3ccc(OC(=O)c4ccco4)cc3)C(=O)C1C1c3ccccc3C2c2ccccc21 (centres undefined)	-2	0	0.2	-4	i	-1	7	60*	1
COc1ccc(CCNC(=O)c2ccc(=O)[nH]c2)cc1OC	0	-1	0.6	1	i	-8	14	-4	-3

Continued:
SMILES	CendR NRP1 mod	bovine MsrA act	MsrA inhibitor	MT1-MMP act inh	Neddylation inh	E coli Lon inh	SKN-1 inh	FAS TE block	Rin1-Abl PPI inh
CC(C)C(=O)Nc1nnc(CCc2ccccc2)s1	6	-4	-0.8	3	i	-4	12	-3	1
Cc1ccc(C)c(Nc2ccc3nonc3c2[N+](=O)[O-])c1	5	-9	2.6	-1	i	5	1	-3	-3
COc1cc(OC)cc(C(=O)Nn2cc(C(=O)N3CCN(C)CC3)c3ccccc3c2=O)c1	10	-2	1.4	0	i	4	-6	-6	-1
CN(C(=O)c1cnc2n(c1=O)CCS2)C1CCCCC1	-4	-11	-0.1	3	i	-6	-15	-6	1
Cc1cc(C)n(-c2nc(C)nc(N)n2)n1	0	-1	0.1	2	i	-12	6	-1	1
COc1ccc(/C=C/C(=O)OCC(=O)NC2CCCC2)cc1	18	-4	1.4	2	i	-2	-11	-4	-1
CCOc1ccc(NC(=O)Nc2c(C)n(C)n(-c3ccccc3)c2=O)cc1	-9	1	0.8	0	i	-2	-2	-3	-2
Cc1ccc(-c2n[nH]c(=O)c3ccccc23)cc1S(=O)(=O)NCCO	-4	2	-0.9	4	i	-3	14	-7	5
Cc1ccc(Nc2c(-c3ccccc3O)nc3ncccn23)cc1	25*	-8	1.6	9	i	-1	-11	2	-1
Brc1ccc(-c2nc3ccccc3s2)s1	6	2	0.0	4	i	-3	25	9	1
Cc1c(C(=O)N2CCc3ccccc32)oc2ccccc12	0	-4	0.1	10	i	-12	12	25	-2
Cc1nn2c(-c3ccc(F)cc3)ccnc2c1Cl	-1	-3	3.6	-10	i	-3	26	4	-1
COc1cccc(CN2CC(C(=O)NC3(c4ccccc4)CC3)CCC2=O)c1 (centres undefined)	-2	-3	0.3	-1	i	-3	1	-6	1

Profiles, quoted from the list. Order of values: CendR NRP1 mod | bovine MsrA act | MsrA inhibitor | MT1-MMP act inh | Neddylation inh | E coli Lon inh | SKN-1 inh | FAS TE block | Rin1-Abl PPI inh
Entry for CN(C(=O)c1cnc2n(c1=O)CCS2)C1CCCCC1 = -4 | -11 | -0.1 | 3 | i | -6 | -15 | -6 | 1
Entry for Cc1nn2c(-c3ccc(F)cc3)ccnc2c1Cl = -1 | -3 | 3.6 | -10 | i | -3 | 26 | 4 | -1
Entry for Cc1ccc(-c2n[nH]c(=O)c3ccccc23)cc1S(=O)(=O)NCCO = -4 | 2 | -0.9 | 4 | i | -3 | 14 | -7 | 5

Only SKN-1 inh and CendR NRP1 mod, for three of the compounds above:
SMILES	SKN-1 inh	CendR NRP1 mod
Cc1cc(C)n(-c2nc(C)nc(N)n2)n1	6	0
COc1cc(OC)cc(C(=O)Nn2cc(C(=O)N3CCN(C)CC3)c3ccccc3c2=O)c1	-6	10
Brc1ccc(-c2nc3ccccc3s2)s1	25	6
